# FBW7 activator: activators of human E3 ligase FBW7. Q969H0. AlphaScreen FBW7–phospho-cyclin E peptide binding, activator screen. normalized activity (activation), % at 26.1 µM. actives 0.13% (n = 650,000). AID 1259310; in the data active = normalized activity above about 1.9%;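 also: purified mutant Fbw7 with reduced substrate affinity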
# Target sequence (Q969H0 whole entry, looked up): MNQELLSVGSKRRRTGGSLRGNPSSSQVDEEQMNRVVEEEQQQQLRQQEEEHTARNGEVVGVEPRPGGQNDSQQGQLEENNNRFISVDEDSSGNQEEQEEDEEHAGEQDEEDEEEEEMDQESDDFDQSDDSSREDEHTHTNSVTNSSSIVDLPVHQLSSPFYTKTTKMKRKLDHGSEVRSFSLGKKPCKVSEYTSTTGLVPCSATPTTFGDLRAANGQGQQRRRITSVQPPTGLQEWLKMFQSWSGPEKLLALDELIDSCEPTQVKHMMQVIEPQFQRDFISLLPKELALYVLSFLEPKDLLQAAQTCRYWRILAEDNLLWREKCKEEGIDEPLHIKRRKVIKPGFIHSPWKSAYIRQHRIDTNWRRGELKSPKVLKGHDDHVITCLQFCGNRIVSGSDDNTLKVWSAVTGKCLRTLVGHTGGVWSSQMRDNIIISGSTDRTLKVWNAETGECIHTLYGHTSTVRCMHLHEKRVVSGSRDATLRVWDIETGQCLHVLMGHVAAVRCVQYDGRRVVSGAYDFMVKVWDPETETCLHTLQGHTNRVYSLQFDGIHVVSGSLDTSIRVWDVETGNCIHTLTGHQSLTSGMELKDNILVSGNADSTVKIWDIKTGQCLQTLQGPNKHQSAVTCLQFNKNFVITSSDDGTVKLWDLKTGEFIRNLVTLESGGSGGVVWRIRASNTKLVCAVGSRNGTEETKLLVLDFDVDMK
# TEAD-YAP inh: TEAD-YAP interaction inhibition; HEK-TIYL cells, TEAD-Gal4/YAP UAS-luciferase luminescence; inhibition, % at 9.12 µM; actives 1.4% (n = 640,000); AID 1259422; in the data active = inhibition above about 32%;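 also: 0% = median of test compound wells and 100% = reference inhibitor wells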
# GPR151 ag: activates the human receptor GPR151; Q8TDV0; PathHunter beta-arrestin GPR151 cells, luminescence; activation, % at 11.2 µM; actives 1% (n = 650,000); in the data active = activation above about 4.9%;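 also: 0% = median of compound wells and 100% = cells with positive control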
# MITF primary: human MITF inhibition, primary screen; actives 0.91% (n = 650,000); inhibition, % at 2.6 µM; AlphaScreen MITF homodimerization, bead proximity signal; AID 1259374; in the data active = inhibition above about 50%;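 also: 0% = vehicle wells with protein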
# Active calls of the source: *; & = joins results of further samples.
compound,FBW7 activator,TEAD-YAP inh,GPR151 ag,MITF primary
Cc1cc(C)cc(NS(=O)(=O)c2coc(C(N)=O)c2)c1,-0.2,2,4.6,1
C=CCSc1nnc(NC(=O)CSc2nc3ccc([N+](=O)[O-])cc3[nH]2)s1,-0.1,0,-1.3,9
N#C/C(=C\c1cccc(Oc2ccccc2)c1)C(=O)N1CCOCC1,-0.1,0,-0.3,4
COc1ccc(C2CC(=O)Nc3cc(C)c(C)cc32)c(OC)c1OC (centres undefined),-0.1,-8,-0.8,2
COc1ccc(NC(=O)C2CC(=O)N(Cc3ccc(Cl)cc3)C(=Nc3ccccc3)S2)cc1 (centres undefined),0.2,-14,0.2,-8
CC1CC(C)CN(C(=O)Cn2cnc3sc4c(c3c2=O)CCCC4)C1 (centres undefined),0.5,13,0.3,15
COC(=O)c1ccccc1NC(=O)CSc1nc2ccsc2c(=O)n1-c1ccc(F)cc1,-0.3,2,-1.2,-1
Cc1c(Br)c([N+](=O)[O-])nn1CC(=O)Nc1cc(Cl)cc(Cl)c1,-0.3,-10,-1.1,-1

# Further entries follow:
compound,FBW7 activator,TEAD-YAP inh,GPR151 ag,MITF primary
O=C(CN1CCCCCCC1)N/N=C/c1cccc(Cl)c1,0.8,-2,-0.6,18
COc1ccc(CCNC(=O)CN2C(=O)COc3ccc(C(C)(C)C)cc32)cc1OC,-0.2,-1,1.6,-4
CC(=O)c1cccc(-c2nccc(Nc3ccc(Oc4ccccc4)cc3)n2)c1,0.2,-13,1.8,9
COc1ccc(C)cc1-n1cnc2sc(C)c(C)c2c1=O,-0.1,-20,0.6,-1
CC1CCc2cc(F)ccc2N1C(=O)c1ccc(N2CC3CC(C2)c2cccc(=O)n2C3)c(NC(=O)c2cccs2)c1 (centres undefined),-0.2,1,-0.3,1
O=c1c(C2NCCC3(O)CCCCC23)coc2ccc(Cl)cc12 (centres undefined),-0.1,7,1.5,9
O=C(COc1ccc(N2CC(C(=O)O)CC2=O)cc1)Nc1ccc(Cl)c(Cl)c1 (centres undefined),0.2,-4,0.5,14
COc1ccc(Cl)cc1NC(=O)Cn1c(=O)n(Cc2ccco2)c(=O)c2ccccc21,-0.1,3,1.1,8

# Next structures follow.
compound,FBW7 activator,TEAD-YAP inh,GPR151 ag,MITF primary
CCN(CC)CCOC(=O)c1ccc(NC(=O)c2ccccc2C(=O)O)cc1,-0.1,2,-0.4,-1
CC(NC(=O)C1CCN(C)CC1)c1nnc2n1CCN(CC1CCCCC1)CC2 (centres undefined),0.5,-1,-0.1,-1
O=C(Nc1nc2c(s1)CCC2C(=O)NC1CC1)c1ccc(F)cc1 (centres undefined),0.1,-10,0.4,-3
CCCNC(=O)c1cccc(Nc2ccc(N3CCOCC3)cc2)n1,-0.1,3,0.6,-2
O=C(CN1C(=O)C2C3C=CC(C4CC34)C2C1=O)Oc1ccc(Br)cc1 (centres undefined),0.3,-1,-0.6,12
O=C1N/C(=C\c2ccc(N3CCCCC3)cc2)C(=O)N1Cc1ccccc1F,0.0,-5,0.8,6
C=Cc1ccc(Cn2c(C(=O)O)c(CNC3CCCCCC3)c3ccccc32)cc1,0.0,16,0.5,8
CC(C)N1CCNC(=O)C1CC(=O)O (centres undefined),0.1,2,-0.5,14

# Additional structures:
compound,FBW7 activator,TEAD-YAP inh,GPR151 ag,MITF primary
CCOc1ccc(-c2n[nH]c(=S)n2-c2ccccc2)cc1,-0.1&0.0,3&-10,0.1&4.0,14&-3
Cc1noc(-c2ccc(NC(=O)c3ccc(Cl)cc3Cl)cc2)n1,-0.1,-27,-0.4,-5
CCN1CCN(C(=O)c2cc(-c3ccc(F)cc3)n[nH]2)CC1,0.3,-6,-0.2,-11
Cc1cc(C)c(NC(=O)c2ccc(CN3CC(=O)N4CCCC4C3=O)cc2)c(C)c1 (centres undefined),-0.1,1,-1.1,2
COc1ccc(Cn2c(=O)c(C#N)cc3c(=O)n4cccc(C)c4nc32)cc1,0.3,5,-0.5,-14
O=C1Nc2c(Cl)cccc2C1(Cc1ncccc1O)c1ccccc1 (centres undefined),-0.2,1,0.3,0
O=C(c1ccsc1)N1CCN(C(=O)c2cccs2)CC1,0.0,0,-0.3,-18
COc1cccc(C(NC(=O)c2cccnc2C)c2nccn2C)c1OC (centres undefined),-0.1,-4,-0.2,-1

# (more compounds)
compound,FBW7 activator,TEAD-YAP inh,GPR151 ag,MITF primary
COc1ccc(C(NC(=O)CCC2CCCC2)c2nccn2C)cc1OC (centres undefined),0.0,-1,-0.8,14
COc1ccccc1N1CCN(C(=O)CN2CCC(n3cnc4cccnc43)CC2)CC1,0.1,-5,3.4,10
Oc1ccccc1-c1nc(NC2CCCCC2)c2ccccc2n1,0.0,13,1.1,10
CCN(CC)S(=O)(=O)c1ccc(Cl)c(C(=O)Nc2cccc(C(C)=O)c2)c1,-0.1,-3,-0.6,4
COC(=O)C1=C(C)N(C)C(=O)NC1c1cc(Br)ccc1F (centres undefined),0.0,8,0.4,5
COc1ccc(NC(=O)Nc2ccc(OC(C)C)cc2)cc1,0.0,-15,-4.1,4
N#C/C(=C\c1ccccc1OCc1ccc(Cl)cc1Cl)c1nc2ccccc2[nH]1,0.0,-15,-0.2,2
CCOc1c(S(=O)(=O)N2CCCCC2)ccc(Cl)c1Cl,1.4,9,1.1,6

# The listing continues.
SMILES	FBW7 activator	TEAD-YAP inh	GPR151 ag	MITF primary
COc1ccccc1C1CC(c2ccccc2)=NN1S(=O)(=O)c1ccccc1 (centres undefined)	0.0	5	-1.0	-4
Cc1nnc(SCC(=O)Nc2cccc(N)c2)n1-c1ccccc1	0.0	-3	3.5	-7
Cc1cccnc1C(c1ccc(F)cc1)N(C)C(=O)C1CCN(C(=O)c2ccno2)CC1 (centres undefined)	-0.3	9	-0.4	0
O=C(CCN1C(=O)COc2ccccc21)N1CCN(c2ccccc2)CC1	0.2	2	-0.5	14
CCOC(=O)C1=C(C)NC(SC)=NC1c1ccc(OC)cc1OC (centres undefined)	-0.3	5	-1.6	8
COc1cccc(CNC(=O)c2cc(S(=O)(=O)N3CCCCC3)c[nH]2)c1	0.0	-7	-0.2	-2
NS(=O)(=O)c1ccc(CCNC(=O)c2cc3c(Cl)nc4ccccc4c3s2)cc1	0.2	13	-0.7	0
CCOc1cc(/C=N/NC(=O)COc2c(OC)cc([N+](=O)[O-])cc2[N+](=O)[O-])ccc1O	0.0	4	-2.8	-17

# More results
SMILES	FBW7 activator	TEAD-YAP inh	GPR151 ag	MITF primary
CCOC(=O)C1=C(C)N=c2s/c(=C\c3ccc(OC)c(Br)c3)c(=O)n2C1c1ccc2c(c1)OCO2 (centres undefined)	0.4	-2	3.2	4
CSc1ccccc1NC(=O)COC(=O)c1cc([N+](=O)[O-])ccc1NCCO	-0.1	4	-1.6	4
Cc1ccc(/C=C2\N=C(c3ccc(Cl)c([N+](=O)[O-])c3)OC2=O)cc1	0.1	2	2.5	9
O=C(Nc1ccc(NC(=O)c2ccc(-c3ccc(Cl)cc3)o2)cc1)c1ccc(Br)cc1	-0.2	-7	-0.6	1
O=C(c1cccc([N+](=O)[O-])c1)N(Cc1ccccc1F)N1C(=O)C2CCCCC2C1=O (centres undefined)	0.2	0	0.9	15
NS(=O)(=O)c1cccc(C(=O)N=Nc2c(O)[nH]c3ccccc23)c1	-0.1	2	-0.5	-8
Cc1cccc(-n2c(C)cc(/C=C3\NC(=O)NC3=O)c2C)c1	-0.1	-9	-0.5	-11
O=C(Nc1cccc(F)c1)c1c(O)c2ccccc2[nH]c1=O	0.1	-8	-0.2	20

# New compounds follow:
SMILES	FBW7 activator	TEAD-YAP inh	GPR151 ag	MITF primary
CN1CCN(CC2COc3ccccc3O2)CC1 (centres undefined)	-0.2	-7	0.7	-13
CC(C)(C)CC(C)(C)c1ccc(OCC(=O)NNC(=O)/C=C/c2ccccc2)cc1	0.1	-6	0.5	3
CCN(C(=O)c1coc(=O)c2ccccc12)c1ccccc1C	1.0	20	-0.4	11
N/C(=N\OC(=O)COc1ccccc1Cl)c1ccc(Br)cc1	-0.1	-10	0.2	-20
CC(NCc1ccccc1)C1COc2ccccc2O1 (centres undefined)	-0.2	-7	0.3	58*
CN(C)C(CNS(=O)(=O)c1ccc(F)cc1)c1cccnc1 (centres undefined)	0.4	5	0.5	17
O=S(=O)(c1ccc(F)cc1)N1CCN(Cc2ccccc2C(F)(F)F)CC1	-0.2	4	0.9	60*
CC(=O)Nc1ccc(C(=O)NNC(=O)Cc2ccc(Cl)cc2)cc1	-0.1	-5	-0.3	-12

# The listing continues.
SMILES	FBW7 activator	TEAD-YAP inh	GPR151 ag	MITF primary
O=C(Nc1cccnc1)OC1CCCC1	0.7	-27	1.1	18
O=C(CCCO)N/N=C/c1ccc([N+](=O)[O-])cc1	0.0	4	-0.4	-1
CC1Cc2ccccc2N1C(=O)COC(=O)c1ccc(Br)o1 (centres undefined)	0.0	6	0.0	-16
Cc1cc(NC(=O)CN2CCN(CCO)CC2)nc2c1c(=O)oc1ccccc12	-0.2	-5	0.2	-1
CCCCCCCC1=NN2C(=N)/C(=C/c3ccc(Sc4ccc(Cl)cc4)o3)C(=O)N=C2S1	0.6	-8	-1.2	10
O=C(/C=C/c1ccccc1)Nc1ccc(C(=O)O)cc1	-0.3	-9	1.5	-4
COc1ccc(N2C(=O)CC(NCc3ccc(Cl)c(Cl)c3)C2=O)cc1 (centres undefined)	0.2	-2	1.2	14
COc1ccccc1CCC(=O)Nc1ccc2c(c1)CN(C(=O)c1snnc1C)CC2	0.0	-3	0.7	-8

# Next compounds.
SMILES	FBW7 activator	TEAD-YAP inh	GPR151 ag	MITF primary
CCN(C(=O)C12CCC(C)(C(=O)O1)C2(C)C)c1ccccc1 (centres undefined)	-0.1	-7	1.1	-14
CCCOC(=O)COc1ccc2c(=O)c(Oc3ccc(CC)cc3)coc2c1	0.1	2	-0.1	4
Cn1nnc2c(NCc3ccco3)nccc21	-0.2	-13	1.0	-4
CC(C)CC(C(=O)Nc1oc(-c2ccccc2)c(-c2ccccc2)c1C#N)N1C(=O)c2ccccc2C1=O (centres undefined)	-0.2	6	1.0	2
O=C(Nc1cc(Cl)ccc1Cl)/C(=C\c1ccc([N+](=O)[O-])cc1)NC(=O)c1ccccc1Br	0.0	-2	-1.2	-6
O=C(CN1CCCCC1)N/N=C/c1ccc(/C=N/NC(=O)CN2CCCCC2)cc1	0.7	-4	0.2	2
COc1cccc(CCc2nnc(CCC(=O)NC(C)Cc3cccs3)o2)c1 (centres undefined)	0.1	-12	-0.7	-2
Cc1ccc2oc(C(=O)NCCn3c(C)cc4ccccc43)cc2n1	0.0	18	-0.3	3

# One compound at a time, from the list above.
# Shown for `Cn1nnc2c(NCc3ccco3)nccc21` → FBW7 activator = -0.2; TEAD-YAP inh = -13; GPR151 ag = 1.0; MITF primary = -4
# Shown for `O=C(CN1CCCCC1)N/N=C/c1ccc(/C=N/NC(=O)CN2CCCCC2)cc1` → FBW7 activator = 0.7; TEAD-YAP inh = -4; GPR151 ag = 0.2; MITF primary = 2
# Shown for `O=C(Nc1cc(Cl)ccc1Cl)/C(=C\c1ccc([N+](=O)[O-])cc1)NC(=O)c1ccccc1Br` → FBW7 activator = 0.0; TEAD-YAP inh = -2; GPR151 ag = -1.2; MITF primary = -6

# Returning to the listing with the 2 entries that preceded the break.
SMILES	FBW7 activator	TEAD-YAP inh	GPR151 ag	MITF primary
COc1cccc(CCc2nnc(CCC(=O)NC(C)Cc3cccs3)o2)c1 (centres undefined)	0.1	-12	-0.7	-2
Cc1ccc2oc(C(=O)NCCn3c(C)cc4ccccc43)cc2n1	0.0	18	-0.3	3
CCN1CCN(c2nc3cc(OC)ccc3cc2CNCC2CC3C=CC2C32CC2)CC1 (centres undefined)	0.1	-16	-0.7	0
CCCCn1c2ccccc2c2nc3cc(OC)c(OC)cc3nc21	1.7	3	-0.7	-5
CCC(C)c1c(O)nc(SCC(=O)NCc2ccco2)[nH]c1=O (centres undefined)	0.0	9	2.3	4
CCOC(=O)CSc1nc2c(c(=O)n1-c1ccccc1)C1(CCCCC1)Cc1ccccc1-2	1.0	0	0.8	17
CCOC(=O)c1ccc(NC(=O)c2sc(=S)n(-c3cccc(OC)c3)c2N)cc1	-0.1	0	-1.0	2
Cc1ccc2c(c1)cc(CN(Cc1ccco1)C(=O)N(C)C)c1nnnn12	0.0	4	0.2	4
Cc1ccc2ccccc2c1CN1CCN(C(=O)CCN2C(=O)c3ccccc3C2=O)CC1	0.0	-3	0.2	-4
COc1ccccc1OCC(=O)Nc1ccccc1C(=O)O	-0.1	-57	-4.2	-7

# New compounds follow.
SMILES	FBW7 activator	TEAD-YAP inh	GPR151 ag	MITF primary
CCc1ccc(NC(=O)CNCc2ccccc2)cc1	0.2	-44	0.1	37
CC1(C)CC(=O)C2=C(C1)OC1=C(C(=O)CC(C)(C)C1)C2c1cccc2ccccc12	-0.1	0	0.8	-4
c1ccc(-c2nnc(-c3ccncc3)nc2-c2ccccc2)cc1	0.3	7	1.0	0
CCc1nc2nc(C)cc(N3CCN(C(=O)c4ccco4)CC3)n2n1	-0.2	-5	1.1	1
COc1ccc(-c2noc(N3CCCC(C)C3)n2)cc1OC (centres undefined)	-0.1	-44	-2.1	3
O=C(CNC(=O)c1cccc(F)c1)OC1CCCCC1=O (centres undefined)	0.0	-7	0.0	-8
Nc1nc(SCC(=O)c2ccccc2)nc2sc3c(c12)CCCCC3	0.1	-16	1.2	9
COc1ccc(-c2csc(NC(=O)c3ccccc3F)n2)cc1	0.0	-15	3.8	-61
C/C(=N\Nc1nc2c(c(=O)[nH]c(=O)n2C)n1CCC(C)C)c1ccc(O)cc1	0.1	0	-0.7	-116

# Screening results from PubChem.
